NTR1 agonist – agonists of NTR1, primary screen, imaging, U2OS cells, beta-arrestin-GFP, high content (AID 493036). NTR1-U2OS beta-arrestin-GFP spot imaging, agonist mode. 330,000 tested, 0.17% active. P30989. activation, % at 20 µM;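 active = activation at or above 40% of the spot to cytoplasm intensity ratio, with at least 20 cells analyzed; inconclusive = wells under 20 cells, flagged as cytotoxic or low count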;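 also: 0% = DMSO without peptide and 100% = 100 nM NTR1 peptide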
Target sequence (P30989 whole entry, looked up): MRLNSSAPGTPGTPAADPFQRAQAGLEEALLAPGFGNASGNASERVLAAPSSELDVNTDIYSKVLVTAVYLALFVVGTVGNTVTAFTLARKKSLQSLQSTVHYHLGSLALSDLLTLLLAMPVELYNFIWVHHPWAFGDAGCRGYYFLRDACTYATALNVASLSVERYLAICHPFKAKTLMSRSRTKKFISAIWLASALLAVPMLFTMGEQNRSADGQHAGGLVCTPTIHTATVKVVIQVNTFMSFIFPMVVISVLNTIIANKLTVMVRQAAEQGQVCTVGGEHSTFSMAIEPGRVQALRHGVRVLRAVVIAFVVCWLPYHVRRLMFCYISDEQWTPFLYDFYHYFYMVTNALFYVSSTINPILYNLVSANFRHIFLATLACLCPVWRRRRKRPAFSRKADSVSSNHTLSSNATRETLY
HEK293 NOD2/NF-kB – NOD2 signaling inhibitors, cell-based, luminescence, uHTS, HEK293 (AID 1566) | HEK293 NOD2/NF-kB luciferase reporter, luminescence; higher % means a stronger effect | 290,000 tested, 0.63% active | inhibition, % at 4 µM, or EC50 in µM where a hit was titrated; also: many of its hits are not listed in these tables
T cell modulator – T cell immune modulation candidate | 2C CD8+ T cell-vesicle binding, flow cytometry; hits give low values | calls only at 7 µM | 330,000 tested, 0.068% active | AID 2052;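 active = response, share of CD8 T cells binding vesicles, and their 90th percentile fluorescence all below set limits, cut at about 80% in these data, passing the limit was not always enough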
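Assay system: 2C TCR transgenic mouse naive CD8+ T cells, MACS-purified | Read-out: CD8+ gate FL2 mean fluorescence as % of same-row positive control | Signal: High-throughput flow cytometry with anti-B7-1 and anti-CD8 staining | Timing: Binding step 1.5 h, 37 °C, antibody labelling 20 min, ice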
Myeloid diff MLP – promotes myeloid progenitor differentiation. calls only at 10 µM. 360,000 tested, 1% active. ER-HoxA9 myeloid progenitors, lysozyme-GFP differentiation, flow cytometry;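 active = normalized GFP-positive differentiation at or above the plate's own cutoff, the solvent-only control mean plus 3 SD; inconclusive = no clear call, values can overlap the other calls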;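 also: cells exposed to compound for four days before flow analysis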
NOD1 inhibition – inhibition of NOD1-driven NF-kB reporter – cell-based, luminescence, uHTS, primary screen (AID 1578); NOD1-driven NF-kB luciferase reporter cells, luminescence; higher % means a stronger effect; one-dose inhibition, % at 4 µM; EC50 in µM for titrated hits; 290,000 tested, 1% active; in the data active = inhibition mostly above about 36%, no sharp cut-off; inactive = mostly below about 34%;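 also: HEK-293T reporter cells stimulated with the NOD1 agonist gamma-tri-DAP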
GPR55 beta-arrestin – GPR55 agonists via beta-arrestin recruitment, primary screen, imaging, U2OS cells, beta-arrestin-GFP redistribution (AID 1961) | U2OS GPR55 beta-arrestin-GFP redistribution imaging; higher % means a stronger effect | one-dose activation, % at 10 µM; EC50 in µM for titrated hits | 290,000 tested, 0.048% active;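 active = activation above 40% with more than 50 cells counted in the well; inconclusive = wells holding fewer than 50 cells, flagged as toxic or sparse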;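 also: U2OS osteosarcoma cells stably expressing GPR55 and beta-arrestin-GFP; plate controls were DMSO negative control for no effect and LPI positive control for full effect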
KOR beta-arrestin-1 – KOR agonists, beta-arrestin recruitment, primary screen, cell-based, luminescence, uHTS (AID 1777); KOR beta-arrestin recruitment, luminescence; higher % means a stronger effect; activation, % at 10 µM, or EC50 in µM where a hit was titrated; 280,000 tested, 0.02% active; in the data active = activation above about 50%, passing the limit was not always enough; also: a part of the inactive calls stands beside numbers as strong as those of hits
KOR beta-arrestin-2 – KOR antagonists, beta-arrestin recruitment, cell-based, luminescence, uHTS (AID 1778); one-dose inhibition, % at 10 µM; IC50 in µM for titrated hits; 290,000 tested, 0.091% active; KOR beta-arrestin recruitment, luminescence, antagonist mode; higher % means a stronger effect; also: strong numbers were not always called active
GPR55 LPI antagonism – inhibition of LPI-stimulated GPR55 beta-arrestin translocation – imaging, U2OS, beta-arrestin-GFP, LPI agonist, primary screen (AID 2013) | U2OS GPR55 beta-arrestin-GFP translocation imaging, LPI antagonism; higher % means a stronger effect | one-dose inhibition, % at 10 µM; IC50 in µM for titrated hits | 290,000 tested, 0.13% active;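 active = spots per cell inhibited over 60%, with over 100 cells counted and total cytoplasm intensity under 500,000; inconclusive = wells with under 100 cells, flagged as likely toxic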;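 also: U2OS cells stably carrying GPR55 and arrestin-GFP stimulated by 5 µM LPI near EC80; imaged beta-arrestin-GFP aggregate spots per cell after agonist stimulation; plate controls were LPI-stimulated DMSO wells for no effect and DMSO wells without LPI for full effect; some results filed as inactive read as strong as hits; confirmed hits need IC50 under 10 µM and bright autofluorescent wells are also inconclusive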
T cell modulator vesicle-bound % – further read-out of T cell modulator, marked with its call; double positive events, %; measured here: CD8+ vesicle-bound cell fraction;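 binding gate set so that unloaded-vesicle control wells show 10% double positive cells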
NTR1 agonist cell count 20 µM – second read-out of NTR1 agonist, no call of its own (marks repeat the call); cell count; measured here: cell count, cytotoxicity flag
Myeloid diff MLP GFP+ MAC1+ % – second read-out of Myeloid diff MLP, no call of its own (marks repeat the call); GFP+ MAC1+ double positive, %; measured here: differentiation confirmed by MAC1 staining
Starred values were filed as active, the others as inactive; i = inactive; ? = inconclusive; . = no result given; + = active, no number; [ ] = dose if it differs, or a comment. Rule as the data show it, unless noted: active = inhibition above about 50%; inactive = the rest. The list is partial (hit frequency here may not be typical).

SMILES	NTR1 agonist	NTR1 agonist cell count 20 µM	HEK293 NOD2/NF-kB	T cell modulator	T cell modulator vesicle-bound %	Myeloid diff MLP	Myeloid diff MLP GFP+ MAC1+ %	NOD1 inhibition	GPR55 beta-arrestin	KOR beta-arrestin-1	KOR beta-arrestin-2	GPR55 LPI antagonism
O=C(O)c1cccc(S(=O)(=O)Nc2ccc3oc(=O)sc3c2)c1	-0.4	44	14.8%	i	12.6	i	1.6	-0.2%	-0.1%	1.3%	-9.6%	-0.2%
CCOc1ccc(NC(=S)Nc2ccc(C)c([N+](=O)[O-])c2)cc1	0.4	96	-4.9%	i	30.2	i	1.0	-26.9%	-0.1%	-6.2%	11.1%	-2.4%
c1cncc(-c2nc3cc(Cc4ccc5oc(-c6cccnc6)nc5c4)ccc3o2)c1	.	.	13.6%	.	.	.	.	-1.9%	-0.2%	0.4%	14.8%	5.8%
CSc1ccc(/C=C(\NC(=O)c2ccccc2)C(=O)NCCN2CCOCC2)cc1	0.1	44	19.1%	i	19.1	i	0.3	-35.6%	0.2%	-1.6%	-11.0%	5.4%
Cc1cc(C(=O)CSc2cccc[n+]2[O-])c(C)n1-c1ccc(OC(F)F)cc1	-0.4	42	-17.7%	i	7.0	i	0.2	2.7%	2.1%	-3.4%	-1.7%	-6.2%
CCc1nc2c(cnn2-c2ccc(Cl)cc2)c(=O)n1-c1ccc2c(c1)OCCO2	1.9	26	20.6%	i	58.2	i	0.6	-26.4%	-0.1%	-1.1%	-8.8%	-5.2%
O=C(Nc1ccccc1)/C(=C/c1cccc(Br)c1)NC(=O)c1ccco1	-1.1	75	0.7%	i	58.3	+	3.5*	-24.2%	-0.3%	-0.5%	9.3%	-2.0%
CC(=O)N1CCc2cc(S(=O)(=O)NC3CCCc4ccccc43)ccc21 (stereo unspecified)	-1.4	81	1.6%	i	48.4	i	0.7	-13.7%	1.1%	0.4%	32.8%	5.2%
C/C(=N\N1CCN(c2ccccc2)CC1)c1ccco1	1.7	78	17.3%	i	23.9	i	0.4	10.4%	-0.2%	10.3%	-23.6%	-16.9%
O=C1C2C(C(=O)N1/N=C/c1cc([N+](=O)[O-])ccc1O)C1C=CC2C12CC2 (stereo unspecified)	0.3	44	13.9%	i	32.3	i	5.7	12.6%	-0.1%	4.9%	-0.9%	3.4%
CCOC(=O)c1ccc(-c2ccc(/C=C(\C#N)C(=O)NCc3cccs3)o2)cc1	.	.	-5.8%	i	39.6	i	0.6	-29.4%	-0.4%	9.7%	i	10.7%
COc1ccc(NC(=O)c2cn3c(nc4ccccc43)c(C#N)c2C)cc1	1.4	55	1.9%	i	23.5	i	0.1	-8.0%	0.7%	-3.6%	17.3%	13.7%
Cc1sc2nc(CN3CCOCC3)nc(NS(=O)(=O)c3ccccc3)c2c1C	-1.9	45	-14.1%	i	42.5	i	0.8	-1.0%	0.0%	0.6%	-20.9%	-5.3%
CC(C)Cc1nnc(NC(=O)c2ccc([N+](=O)[O-])cc2)s1	-0.4	46	-37.9%	i	10.1	i	0.7	-16.2%	-0.1%	-1.5%	7.0%	8.1%
COc1cccc(NC(=O)CNCc2ccccc2)c1	1.2	63	-7.3%	i	1.4	i	0.5	-35.7%	0.2%	-1.3%	0.8%	-12.1%
COc1ccc(C(C(=O)NCc2ccccc2)N(Cc2cccnc2)C(=O)c2snc(C(N)=O)c2N)cc1OC (stereo unspecified)	8.1	46	16.8%	i	34.5	i	0.2	4.4%	-0.2%	-0.8%	-7.5%	8.2%
CCc1ccc(N2CC(C(=O)Nc3nccs3)CC2=O)cc1 (stereo unspecified)	-0.3	59	8.7%	i	56.4	i	1.2	-37.1%	-0.3%	-10.3%	-24.0%	-4.6%
Cc1cc(C)n(-c2nc3c(c(=O)[nH]c(=O)n3C)n2CC(O)COc2ccccc2)n1 (stereo unspecified)	0.7	46	0.1%	i	3.3	i	0.4	-27.9%	0.0%	7.4%	29.8%	32.2%
CCCn1c(SCCC(=O)O)nc2ccccc21	2.6	61	13.2%	i	52.1	i	0.8	-15.9%	0.3%	-2.4%	4.5%	7.1%
OCCNCC(O)Cn1c2ccccc2c2ccccc21 (stereo unspecified)	0.9	36	13.9%	i	8.7	i	1.1	-6.7%	-0.1%	.	-5.8%[20 µM]	-1.3%
Cc1c(CCCN)c2ccccc2n1Cc1ccccc1	1.3	61	7.7%	i	52.6	i	0.8	-16.1%	0.2%	.	-31.1%[20 µM]	.
COC(=O)c1ccc(CN2C(=O)c3ccccc3S2(=O)=O)cc1	-0.3	63	10.2%	i	37.4	i	6.9	-2.3%	0.3%	0.3%	-4.0%	-0.4%
COc1ccc(-c2noc(C3CCCN(S(=O)(=O)c4ccc(C)c(Cl)c4)C3)n2)cc1OC (stereo unspecified)	4.2	54	-8.5%	.	.	i	6.4	-15.2%	-0.2%	-0.3%	-29.1%	-0.5%
O=C(CCNC(=O)c1ccccc1Cl)Nc1nc2ccccc2s1	-0.2	46	-26.0%	i	31.7	i	0.5	-32.7%	-0.3%	0.1%	-2.6%	16.0%
CCCc1cc(C(=O)Nc2cnn(Cc3ccc(F)cc3)c2)no1	0.4	66	-38.1%	i	29.7	i	0.6	-12.5%	-0.2%	2.3%	14.4%	-3.7%
The listing continues:
SMILES	NTR1 agonist	NTR1 agonist cell count 20 µM	HEK293 NOD2/NF-kB	T cell modulator	T cell modulator vesicle-bound %	Myeloid diff MLP	Myeloid diff MLP GFP+ MAC1+ %	NOD1 inhibition	GPR55 beta-arrestin	KOR beta-arrestin-1	KOR beta-arrestin-2	GPR55 LPI antagonism
NS(=O)(=O)c1ccc(NC(=S)Nc2ccc(OCc3ccccc3)cc2)cc1	1.2	26	6.6%	i	45.9	i	0.2	-19.4%	-0.6%	-3.8%	16.9%	1.7%
CC(=O)NCCn1c(SCC(=O)NCCC(C)C)nc2ccccc2c1=O	0.2	102	7.8%	i	60.4	i	2.1	12.3%	-0.2%	-2.3%	-9.0%	3.7%
CC(=O)n1c2c(c3ccccc31)OC(N)=C(C#N)C2c1ccc(C(C)C)cc1 (stereo unspecified)	35.7	64	-247.2%	i	27.1	i	2.5	-39.2%	0.3%	-3.6%	14.9%	-2.2%
c1ccc(-c2cn3c(n2)SCC3)cc1	-0.3	50	-15.3%	i	30.5	i	0.8	-30.3%	-0.4%	-6.7%	-11.9%	3.7%
COc1ccc([N+](=O)[O-])cc1Nc1ncnc2ccccc12	0.2	75	-32.0%	i	46.5	i	0.4	-1.9%	0.2%	-13.7%	3.3%[20 µM]	4.4%
O=C(C1CCCO1)N1CCN(Cc2nc3ccccc3c(=O)[nH]2)CC1 (stereo unspecified)	1.3	51	8.4%	i	6.2	i	8.3	11.2%	-0.1%	3.3%	-80.7%	-2.0%
Cc1nc2scc(C)n2c(=O)c1S(=O)(=O)N1CCN(c2ccc([N+](=O)[O-])cc2)CC1	-0.9	67	11.9%	i	11.9	i	6.4	-3.1%	0.2%	-7.7%	-26.2%	11.3%
COc1cc(NC(=S)NCc2ccc(S(N)(=O)=O)cc2)cc(OC)c1	1.0	53	7.0%	i	48.2	i	0.2	-27.7%	0.2%	-0.4%	-8.7%	7.1%
Cn1c(/C=C/c2cccc([N+](=O)[O-])c2)nc2ccccc2c1=O	0.0	30	-13.6%	i	54.2	i	0.1	-16.5%	0.2%	.	-173.1%[20 µM]	1.4%
COC(=O)/C=C(\C)NC(=O)c1cccs1	0.2	58	4.0%	i	58.0	i	2.5	-4.9%	0.2%	14.0%	4.1%	13.0%
COc1cccc(OC)c1OCC(O)CN1CCN(c2ccccc2)CC1 (stereo unspecified)	-0.7	42	3.9%	i	18.0	i	0.5	-13.8%	-0.1%	1.5%	10.4%	6.2%
COc1cnc(-c2ccccc2)nc1Oc1cccc(C)c1	-0.3	54	14.7%	i	17.1	i	0.6	-4.2%	-0.1%	1.7%	-4.3%	22.6%
COc1ccc(C)cc1NS(=O)(=O)c1ccc2c(c1)oc(=O)n2C	-0.6	54	12.7%	i	17.4	i	0.2	-10.7%	0.0%	0.8%	-24.0%[20 µM]	12.0%
CCCCN(CC)S(=O)(=O)c1c(C)[nH]c(=O)[nH]c1=O	0.5	78	2.0%	i	34.0	i	0.3	-34.4%	0.0%	-0.5%	6.2%	12.3%
COc1cccc2cc(-c3ccccc3)c(=O)oc12	-0.5	71	-96.3%	i	66.0	i	0.1	-38.7%	-0.1%	-1.9%	0.6%[20 µM]	3.7%
O=C(N/N=C/c1cccnc1)NC12CC3CC(CC(C3)C1)C2	1.0	55	-16.9%	i	61.1	i	0.4	-11.6%	-0.1%	0.4%	-6.8%	-1.7%
CCOC(=O)n1cc(C(=O)c2ccccc2O)cn1	0.0	50	5.5%	i	43.8	i	0.7	-19.8%	-0.1%	0.1%	-10.3%	-0.4%
Nc1nonc1C(=O)NCCN=Cc1ccccc1O	0.0	36	-15.1%	i	53.4	i	1.1	-3.4%	0.5%	8.1%	-41.9%	-9.9%
O=C1NC(=S)SC1=C1CCCC1	0.7	40	13.2%	i	60.3	i	1.1	5.6%	-0.2%	1.3%	6.2%	-0.8%
O=C(CCC1CCCC1)NNC(=O)c1cc2ccccc2cc1O	0.4	34	22.1%	i	27.5	i	0.4	15.9%	0.0%	1.1%	-11.1%	1.2%
Cc1ccc(-c2cc(NC(=O)CCl)n(-c3ccccc3)n2)cc1	3.5	49	-6.0%	i	27.7	?	.	16.0%	-0.4%	-6.0%	-23.5%	11.1%
CC/C(=N\N=C1\SC(C)C(=O)N1Cc1ccco1)c1ccccc1 (stereo unspecified)	3.5	54	13.2%	i	53.5	i	0.7	42.7%	-0.2%	-1.2%	35.6%	5.4%
OC(CNCCc1ccccc1)c1ccccc1 (stereo unspecified)	-0.8	63	-1.1%	i	10.2	i	3.9	-22.4%	-0.1%	7.2%	10.6%	3.5%
O=C1CCC([N+](=O)[O-])C(c2ccc(Br)cc2)N1 (stereo unspecified)	3.0	59	3.0%	i	53.8	i	0.7	-40.2%	-0.2%	3.7%	.	1.5%
O=C(NCc1cn2ccccc2n1)c1ccccc1	0.9	23	-4.9%	i	31.7	i	2.2	-22.2%	-0.3%	-9.6%	-11.3%	10.7%
COc1ccc(CN2C(=O)C(O)(CC(=O)c3c(C)n[nH]c3C)c3ccccc32)cc1OC (stereo unspecified)	0.4	86	1.6%	i	40.6	i	2.6	-14.0%	-0.1%	3.2%	-36.2%	2.2%
